Bioassay records: PubChem BioAssay, National Center for Advancing Translational Sciences (NCATS)
AmpC inh det = blocks E. coli AmpC beta-lactamase in presence of detergent; P00811; purified AmpC, nitrocefin hydrolysis with detergent; Potency, µM (series often up to 28.7 µM), inactives show at the top dose activity change, negative = inhibition; 71,000 tested, 0.09% active; active = well fitted curve in the direction sought with a large enough effect
Target sequence (P00811 whole entry, looked up): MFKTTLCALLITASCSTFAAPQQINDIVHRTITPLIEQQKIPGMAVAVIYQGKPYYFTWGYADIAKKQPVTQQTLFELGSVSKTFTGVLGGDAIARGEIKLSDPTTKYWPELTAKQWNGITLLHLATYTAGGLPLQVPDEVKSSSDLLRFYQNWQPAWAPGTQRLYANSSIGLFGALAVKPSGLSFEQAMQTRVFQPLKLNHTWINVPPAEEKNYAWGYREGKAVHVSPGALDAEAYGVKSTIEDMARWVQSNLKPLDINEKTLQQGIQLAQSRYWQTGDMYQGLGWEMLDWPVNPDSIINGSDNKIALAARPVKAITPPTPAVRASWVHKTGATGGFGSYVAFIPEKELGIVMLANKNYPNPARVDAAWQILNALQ
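E. coli AmpC (5.3 nM) in 20 mM phosphate pH 7.0 with 0.01% Triton X-100, preincubated 15 min RT with compound; nitrocefin (2 uL of 800 uM stock) hydrolysis followed by 480 nm absorbance every 20 s over 4 min.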
* hit, by the source's call; [ ] = another dose, or the depositor's remark. % is set by controls: 0 for no effect and ±100 for the full control effect; potency is the fitted concentration of half-maximal effect. An excerpt; rates above refer to the full screens.

SMILES	AmpC inh det
C[C@H]1CCCC=CC2C[C@H](O)C[C@@H]2[C@H](O)/C=C\C(=O)O1 (some centres not stated)	-1%
ON=Cc1cccn1-c1ccccc1	4%
CC(=O)NC(Cc1ccc(F)cc1)C(=O)N1CCN(C(=O)NCc2ccccc2)CC1 (configuration not stated)	-1%
OC1(c2ccc(F)cc2)CCN(Cc2ccccc2)C1 (configuration not stated)	12%
CC(C)OCCCNc1ncc2c(n1)CC(c1ccc(N(C)C)cc1)CC2=O (configuration not stated)	-16%
CCOc1cc(C(=O)NCC2CCCO2)cc(OCC)c1OCC (configuration not stated)	-2%
OCCn1c(SC2CCCCC2)nc2ccccc21	-4%
O=C1NCCN1Cc1ccccc1F	12%
CC12CCC(C(=O)Nc3cccnc3)(CC1=O)C2(C)C (configuration not stated)	-7%
O=C(Cn1c(=O)oc2cc(S(=O)(=O)N3CCc4ccccc43)ccc21)NC1CCCC1	10%
COc1ccc(N2CCN(c3ccc(N)cc3C#N)CC2)cc1	-6%
CCOC(=O)C1CCN(S(=O)(=O)c2c(C)n[nH]c2C)CC1	1%
O=C(NCc1nnc(SC/C=C/c2ccccc2)o1)c1ccco1	-4%
CNC(=O)ON(C(=O)NC)C1N(C)C(=S)SC1(C)C (configuration not stated)	-2%
Cc1onc(-c2ccccc2)c1C(=O)Nc1ccc2c(C)cc(=O)oc2c1	-2%
Cc1ccc(C)c(NC(=O)CCN2CC(C)OC(C)C2)c1 (configuration not stated)	-1%
C/C=C(/C)C#N	26%
O=C(CC1Oc2ccccc2NC1=O)NCCCN1CCCC1=O (configuration not stated)	16%
Cc1ccccc1OCCN1C(=O)NC2(CCc3ccccc32)C1=O (configuration not stated)	-4%
CCOc1ccc(Cc2nn[nH]n2)cc1	10%
O=C(Oc1ccc2c(c1)CCC2)N1CCOCC1	-1%
CC(=O)NC(CCS(C)(=O)=O)C(=O)Nc1c(C)cccc1C (configuration not stated)	12%
COc1cc2c(cc1OC)C(C(=O)Nc1ccc3c(c1)OCCO3)C1c3ccccc3CCN1C2=O (configuration not stated)	-1%
O=C(CSc1nccn1-c1ccc(F)cc1)Nc1ccc2c(c1)OCO2	-3%
O=C(Oc1ccc2c(c1)OCO2)c1ccncc1	-2%
(continued)
SMILES	AmpC inh det
COc1ccc(CCNC(=O)Cn2c(=O)cnc3ccccc32)cc1	-6%
Fc1ccc(C2CC(c3ccccc3)Nc3ncnn32)cc1 (configuration not stated)	14%
Cc1cc(NC(=O)CCC(=O)N(Cc2ccco2)C2(C(=O)NC3CCCCC3)CCN(C)CC2)no1	11%
O=C(COC(=O)c1ccc2c(c1)OCO2)NCc1ccc(Cl)cc1	1%
Cc1cccn2c(=O)c3cc(C#N)c(=N)n(Cc4cccnc4)c3nc12	5%
CCS(=O)(=O)c1ccc2oc(Nc3ccccc3C)nc2c1	1%
COC(=O)[C@H](Cc1ccccc1)NC(=O)[C@@]1(C)C[C@@H]1[C@@H](NC(=O)OCc1ccccc1)c1ccccc1	13%
COC(=O)C1=[N+]([O-])OC(C(=O)OC)C1c1c[nH]c2ccccc12 (configuration not stated)	11%
O=C(CNS(=O)(=O)c1cccs1)N1CCN(c2ccccn2)CC1	-1%
CCn1c2ccccc2c2nnc(SCC(=O)N3CC(C)OC(C)C3)nc21 (configuration not stated)	-1%
CC(=O)n1nc(-c2ccco2)nc1N	19%
Cc1c(Cl)cccc1N(CC(=O)NC1CCCCC1)S(C)(=O)=O	-2%
COc1ncc2nc(-c3ccc(F)cc3)c(=O)n(C[C@H]3CCCO3)c2n1	-1%
CCOC(=O)C1=C(N)OC2=C(C(=O)CC(C)(C)C2)C1c1cccnc1 (configuration not stated)	-2%
O=C(c1ccccc1)N1CCN(c2ccc(Cl)cc2)CC1	14%
CC(=O)c1c(C)[nH]c(C(=O)OCC(=O)Nc2cc(C)on2)c1C	18%
CC(=O)NCCNc1ncnc2ccc(-c3cccc(NS(C)(=O)=O)c3)cc12	-3%
Cc1ccc(NS(=O)(=O)c2ccc(C(=O)N3CCCN(C)CC3)cc2)cc1	-3%
COc1ccc(NC(=O)CN2CCC(NC(=O)C3CCCCC3)CC2)cc1	11%
O=C(O)CSc1nnc2c3ccccc3c3ccccc3c2n1	-1%[5.75 µM]
Cc1ccc(C2N(c3cc(C)on3)C(=O)C3CCCN32)cc1 (configuration not stated)	-4%
CC(Oc1ccccc1Cl)C(=O)N(Cc1ccco1)C1CCS(=O)(=O)C1 (configuration not stated)	14%
Cc1cccc(-n2c(Cc3cc(=O)[nH]c(=O)[nH]3)nnc2SCC(=O)NCC2CCCO2)c1 (configuration not stated)	14%
CSc1cccc(NC(=O)CN(c2cc(C)ccc2C)S(C)(=O)=O)c1	6%
CCOc1ccccc1NC(=O)CSc1nnc2c(CC)c(C)nc(N)n12	14%
(further entries)
SMILES	AmpC inh det
Cc1ccccc1-c1cc(NCc2cccnc2)ncn1	7%
CCC(=O)O[C@@](Cc1ccccc1)(c1ccccc1)[C@@H](C)CN(C)C	-2%[12.8 µM]
Cc1cc(C)nc(SCC(=O)Nc2ncc3c(n2)CC(C)(C)CC3=O)n1	-2%
Cn1c(=O)oc2cc(S(=O)(=O)NCc3ccncc3)ccc21	-4%
O=C(NCCOc1nc(N2CCCCC2)nc(N2CCOCC2)n1)Nc1ccccc1	-2%
Oc1ccc2oc3c(c2c1/C=N/n1cnnc1)CCCC3	-2%
c1ccc2c(c1)c1c3n2CCNC3CCC1 (configuration not stated)	-4%
COc1ccc(C2CC(=O)C(C=NCCO)=C(O)C2)cc1OC (configuration not stated)	-1%
c1cncc(-c2nc3ccccc3o2)c1	11%
CCOC(=O)CNC(=O)c1cn(CC(C)C)c(=O)c2cc(OC)c(OC)cc12	22%
Cc1ccc2nc3c(cc(C(=O)NCc4ccccc4)c(=N)n3CCCn3ccnc3)c(=O)n2c1	14%
CC1=C(/C=C/C(C)=C/C=C/C(C)=C/C=O)C(C)(C)CCC1	11%
O=C(Nc1ccc2oc(=O)c(C(=O)O)cc2c1)Oc1ccccc1	-1%[5.75 µM]
Cc1ccc(Cl)c(OCC(O)CN(CCO)CCO)c1 (configuration not stated)	-2%
Cc1cccc(OCCNc2nc3c(c(=O)n(C)c(=O)n3C)n2C)c1	1%
CCCn1nnc(NC(=O)COc2cc(C)ccc2C(C)C)n1	-2%
CS(=O)(=O)N(CC(=O)N1CCN(c2cccc(Cl)c2)CC1)c1ccccc1	-2%
O=C(c1ccc(C23CC4CC(CC(C4)C2)C3)o1)N1CCOCC1	-4%
CCc1ccccc1NC(=O)CN(C)C(=O)CN1C(=O)NC2(CCCCCC2)C1=O	-2%
Cc1cnc(CNc2ccnc(-c3ccccc3C)n2)cn1	8%
CCOc1ccccc1NC(=O)c1ccc(S(=O)(=O)N2CCOCC2)cc1	-5%
COC1CCCCC1NS(=O)(=O)c1ccc(Cl)cc1 (configuration not stated)	9%
O=S(=O)(c1cccc(-c2nnc(-c3cccnc3)o2)c1)N1CCCCC1	4%
O=S(=O)(c1ccc(Cl)s1)N1CCN(C/C=C/c2ccccc2)CC1	-5%
CCOC(=O)C1CCN(c2ncnc3c2cnn3-c2ccccc2)CC1	-4%
(next part)
SMILES	AmpC inh det
CCCC(c1nnnn1C1CCCC1)N1CCN(C(=O)c2ccco2)CC1 (configuration not stated)	-1%
COC(=O)c1cc2c(cc1NC(=O)CSCCc1ccccn1)OCO2	-1%
Nc1nc2ccc(C(=O)Nc3ccccc3)cc2s1	8%
CCc1nnc(NC(=O)CSc2nnc(-c3ccoc3C)n2-c2cccc(C)c2)s1	5%
COC(=O)C1=C2SC(C)C(=O)N2C(N)=C(C#N)C1c1cc(OC)c(OC)c(OC)c1 (configuration not stated)	-3%
COc1ccc(OC)c(C(c2nnnn2CC2CCCO2)N2CCN(C3CCCC3)CC2)c1 (configuration not stated)	-2%
COc1ccc(CCNC(=O)c2nnn(-c3ccccc3OC)c2N)cc1OC	-7%
Clc1ccccc1-c1cc(NCCN2CCOCC2)ncn1	10%
Cc1cc(C)c2nc(C(F)(F)F)nc(N3CCN(C(=O)c4ccco4)CC3)c2c1	-9%
CC(=O)c1c(O)cc(C)n(Cc2ccccc2)c1=O	-2%
O=C(Nc1cccc(O)c1)c1ccc(Br)c(S(=O)(=O)N2CCCCC2)c1	-4%
O=C(NCCc1ccc(Cl)cc1)C1CCN(c2cnccn2)CC1	-1%
CN1CCN(CC(=O)Nc2cccc3ccccc23)CC1	-1%[5.75 µM]
O=C(c1ccncc1)N1CCN(C(=O)c2ccco2)CC1	-4%
O=C(Cc1nc2ccccc2[nH]1)NCc1ccco1	-5%
COC(=O)C1CCN(C(=O)COc2cc3sc(C)nc3c3sccc23)CC1	-5%
CCOC(=O)c1ccc(NC(=O)CC2Sc3ncnn3C2=O)cc1 (configuration not stated)	-4%
O=C(COc1ccccc1)Nc1ccc(Cl)c(-c2nc3ncccc3o2)c1	-4%
Cc1ccc(-n2c(N)c(C(N)=O)sc2=S)c(C)c1	8%
CN1CCN2c3ccccc3Cc3ccccc3[C@@H]2C1	-3%
CC(C)(C)OC(=O)N1CCN(c2ccc(NC(=O)c3cc4ccccc4oc3=O)cc2)CC1	-4%
CN(C1CCCCC1)S(=O)(=O)c1ccccc1	-5%
c1cnc(N2CCSCC2)nc1	14%
CCC(Oc1ccc2ccccc2c1)C(=O)O (configuration not stated)	-1%
COc1ccc(CNC(=O)c2ccc3nccnc3c2)cc1	6%

In a second layout: results already given.
smiles,AmpC inh det
Clc1ccccc1-c1cc(NCCN2CCOCC2)ncn1,10%
Cc1cc(C)c2nc(C(F)(F)F)nc(N3CCN(C(=O)c4ccco4)CC3)c2c1,-9%
CC(=O)c1c(O)cc(C)n(Cc2ccccc2)c1=O,-2%
O=C(Nc1cccc(O)c1)c1ccc(Br)c(S(=O)(=O)N2CCCCC2)c1,-4%
O=C(NCCc1ccc(Cl)cc1)C1CCN(c2cnccn2)CC1,-1%
CN1CCN(CC(=O)Nc2cccc3ccccc23)CC1,-1%[5.75 µM]
O=C(c1ccncc1)N1CCN(C(=O)c2ccco2)CC1,-4%
O=C(Cc1nc2ccccc2[nH]1)NCc1ccco1,-5%
COC(=O)C1CCN(C(=O)COc2cc3sc(C)nc3c3sccc23)CC1,-5%
CCOC(=O)c1ccc(NC(=O)CC2Sc3ncnn3C2=O)cc1 (configuration not stated),-4%
O=C(COc1ccccc1)Nc1ccc(Cl)c(-c2nc3ncccc3o2)c1,-4%
Cc1ccc(-n2c(N)c(C(N)=O)sc2=S)c(C)c1,8%
CN1CCN2c3ccccc3Cc3ccccc3[C@@H]2C1,-3%
CC(C)(C)OC(=O)N1CCN(c2ccc(NC(=O)c3cc4ccccc4oc3=O)cc2)CC1,-4%
CN(C1CCCCC1)S(=O)(=O)c1ccccc1,-5%
c1cnc(N2CCSCC2)nc1,14%
CCC(Oc1ccc2ccccc2c1)C(=O)O (configuration not stated),-1%
COc1ccc(CNC(=O)c2ccc3nccnc3c2)cc1,6%

Later entries.
SMILES	AmpC inh det
Cc1ccc(N[C@H](c2ccccc2)c2ccc3cccnc3c2O)cc1	4%[5.75 µM]
COc1cc(NC(=O)Cc2nn(C)c(=O)c3ccccc23)cc(OC)c1	0%
COC(=O)c1ccc(CSc2nc(C)nc3c2c(=O)n(C)c(=O)n3C)o1	9%
COc1cccc(CNC(=O)C2CCN(C(=O)N(C)C)CC2)c1	-3%
COc1ccc(-c2[nH]c(-c3ccc(F)cc3)nc2SCC(=O)NCc2ccco2)cc1OC	10%
O=C(Cn1cc2c(n1)CCCCC2)N1CCCCC1	5%
COc1cccc2c(=O)c(C(=O)NCc3cccs3)c[nH]c12	10%
O=C(CSc1nnc(-c2ccc(O)cc2)n1Cc1ccco1)N1CCc2ccccc2C1	-6%
O=C(NCCCN1CCN(Cc2ccccc2)CC1)C1CCN(S(=O)(=O)N2CCCC2)CC1	1%
COc1ccc(CNc2cc(-c3cccc(C#N)c3)ncn2)c(OC)c1	-4%
c1cnc(-c2nnc3n2CCCCC3)cn1	-3%
c1ccc(N=NNc2ccccc2)cc1	10%
Sc1ccc2ccccc2c1CNCc1ccccc1	-3%[5.75 µM]
O=C(NCc1ccccn1)c1c(O)c2cccc3c2n(c1=O)CC3	11%
CCOC(=O)CSc1nnc(CNC(=O)c2ccc(OC)cc2OC)n1C	-1%
COc1ccc(C)cc1S(=O)(=O)N(CC(=O)N1CCOCC1)Cc1ccccc1	-4%
COc1ccc(-c2nnc(SCC#CCO)o2)cc1OC	9%
c1cncc(-c2nccc(NCc3cccs3)n2)c1	9%
CCn1cc(C(=O)NCc2ccco2)c(=O)c2cc(S(=O)(=O)N3CCCCCC3)ccc21	-2%
Cc1cc(C)c2c3c(sc2n1)C(=O)N(C)CC(=O)N3	-5%
CN1CCN(c2ccnc(-c3ccc(N(C)C)cc3)n2)CC1	0%
CCCOc1ccc(NC(=O)C2CCCNC2=O)cc1 (configuration not stated)	-5%
Cc1ccc(C(=O)COC(=O)CNC(=O)c2ccco2)cc1	14%
Cc1cc(C)nc(NC2=NCC(=O)N2c2ccc3c(c2)OCCO3)n1	-3%
O=C(CCCC(=O)n1cnc2ccccc21)n1cnc2ccccc21	8%
COc1ccc(OC)c(-n2nnnc2SCC(=O)NCc2ccc3c(c2)OCO3)c1	0%
CCOC(=O)C1=C(C)NC(=O)NC1c1cn(-c2ccccc2)nc1-c1cccs1 (configuration not stated)	-1%
CC(C)(C)NCC1(CO)SC(N)=NC1=O (configuration not stated)	13%
CN(C)C(CNS(=O)(=O)c1ccc(Br)cc1)c1cccnc1 (configuration not stated)	-2%
O=C(OCC(=O)N1CCN(C(=O)c2ccco2)CC1)c1cc(=O)c2ccccc2o1	-2%
